ATG4B inh – ATG4B (human) cysteine protease inhibition | Q9Y4P1 | ATG4B cleavage of LC3-PLA2, NBD-HPC fluorescence, 1 h | inhibition, % at 8.33 µM | 340,000 compounds, 0.51% hits; in the data active = inhibition above about 40%
CCR6 antagonist – blocks CCL20-driven beta-arrestin recruitment at human CCR6; inhibition, % at 20 µM; 340,000 compounds, 0.49% hits; AID 493098; CHO-K1 CCR6 PathHunter beta-arrestin, luminescence, CCL20-stimulated; P51684;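 active = compounds whose inhibition of the agonist-driven luminescence signal at 20 µM reaches about 50%, limit read from the data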;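 also: cells stimulated with CCL20 at 14 nM final; plate controls were DMSO with CCL20 for no effect and DMSO without agonist for full effect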
CXCR6 inh – CXCR6 (human) receptor inhibition; O00574; CHO-K1 PathHunter CXCR6 beta-arrestin, luminescence; inhibition, % at 20 µM; 360,000 compounds, 0.36% hits; in the data active = inhibition above about 34%, passing the limit was not always enough;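 also: antagonist mode with CXCL16 agonist at 10 nM final; 0% = 10 nM CXCL16 with DMSO and 100% = unstimulated wells without agonist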
EBI2 antag – antagonists of human EBI2 receptor | P32249 | EBI2 beta-arrestin recruitment, luminescence, 7a,25-OHC stimulated | 360,000 compounds, 0.81% hits | inhibition, % at 5 µM | AID 651636; in the data active = inhibition above about 38%;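 also: enzyme fragment complementation signal reports receptor beta-arrestin coupling in cells; 0% = agonist plus DMSO wells and 100% = wells without agonist; some results beyond the cut were filed as inactive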
Target sequence (P32249 whole entry, looked up, the tested form may be a part): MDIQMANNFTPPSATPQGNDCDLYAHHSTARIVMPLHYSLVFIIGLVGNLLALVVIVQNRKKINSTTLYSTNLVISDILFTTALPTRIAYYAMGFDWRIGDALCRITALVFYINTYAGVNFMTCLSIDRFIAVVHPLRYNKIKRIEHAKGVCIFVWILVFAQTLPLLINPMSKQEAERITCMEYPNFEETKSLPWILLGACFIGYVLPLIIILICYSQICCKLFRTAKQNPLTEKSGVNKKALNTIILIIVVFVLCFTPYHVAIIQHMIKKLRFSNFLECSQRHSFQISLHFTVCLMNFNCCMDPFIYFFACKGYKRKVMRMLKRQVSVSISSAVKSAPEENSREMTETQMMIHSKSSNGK
APJ antag – antagonists of human APJ apelin receptor; 330,000 compounds, 0.32% hits; CHO-K1 APJ beta-arrestin complementation, luminescence; P35414; inhibition, % at 20 µM;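 active = inhibition above about 40% at 20 µM, limit read from the data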;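 also: cells challenged with 10 nM apelin-13 agonist together with compound; plate controls were apelin-13 plus DMSO wells for no effect and DMSO wells lacking apelin-13 for full effect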
Target sequence (P35414 whole entry, looked up): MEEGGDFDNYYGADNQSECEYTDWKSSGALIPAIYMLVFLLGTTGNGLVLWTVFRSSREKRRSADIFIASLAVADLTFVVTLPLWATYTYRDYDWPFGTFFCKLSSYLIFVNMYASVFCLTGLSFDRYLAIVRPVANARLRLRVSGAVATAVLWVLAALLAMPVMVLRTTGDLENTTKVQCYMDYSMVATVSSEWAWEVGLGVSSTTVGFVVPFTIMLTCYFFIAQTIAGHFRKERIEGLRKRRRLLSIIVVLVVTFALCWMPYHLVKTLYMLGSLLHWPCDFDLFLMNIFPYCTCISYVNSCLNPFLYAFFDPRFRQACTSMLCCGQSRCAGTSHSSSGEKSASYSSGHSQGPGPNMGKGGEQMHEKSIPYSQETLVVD
UBC13 polyUb – inhibitors of human UBC13 polyubiquitin chain formation; TR-FRET; inhibition, % at 20 µM; 330,000 compounds, 0.47% hits; AID 485273; in the data active = inhibition above about 45%, passing the limit was not always enough
Target sequence (P61088 whole entry, looked up): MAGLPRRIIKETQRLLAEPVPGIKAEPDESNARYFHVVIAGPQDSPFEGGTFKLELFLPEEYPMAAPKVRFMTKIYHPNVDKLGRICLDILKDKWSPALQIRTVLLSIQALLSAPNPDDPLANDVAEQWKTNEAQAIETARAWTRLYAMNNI
APJ ag – activates the human apelin receptor APJ | 330,000 compounds, 0.11% hits | P35414 | CHO-K1 APJ PathHunter beta-arrestin, luminescence; 0% DMSO wells, 100% apelin | activation, % at 20 µM | AID 2520;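 active = activation more than six SD over the plate average, tested at 20 µM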;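 also: 0% = DMSO alone and 100% = apelin-13 at 10 nM; some results filed as inactive read as strong as hits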
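Material: engineered CHO-K1 APJ arrestin reporter cells; amount: 1000 CHO-K1 reporter cells seeded per well; incubation: compound stimulation 90 min at 25 °C, detection 60 min; signal: luminescent beta-gal fragment complementation, chemiluminescent substrate; read-out basis: APJ agonist activity; controls: DMSO-only wells as negative, 10 nM Apelin-13 as positive control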
Gli-Sufu block – antagonists of Gli-Sufu signaling | inhibition, % at 5 µM | Sufu-KO-LIGHT fibroblasts, Gli luciferase reporter luminescence | AID 588413 | 340,000 compounds, 0.74% hits;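 active = inhibition above about 55%, limit read from the data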;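 also: 0% = DMSO-treated cells and 100% = wells with medium but no cells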
* hit, by the source's call; . = not tested or not shown. An unsorted share of the library. About 3% of those tested had a hit in this group.

SMILES | ATG4B inh | CCR6 antagonist | CXCR6 inh | EBI2 antag | APJ antag | UBC13 polyUb | APJ ag | Gli-Sufu block
CN1CCN(CC#CCn2c3ccccc3c3ccccc32)CC1 | 5 | -4 | 4 | -11 | -32 | -4 | -2 | 7
CCSc1nc(C2CC2)cc(-c2cccs2)c1C#N | 3 | 23 | 1 | 1 | 2 | 11 | -2 | -17
COc1ccccc1/C=C(/C#N)C(=O)O | -1 | 3 | 4 | 5 | . | . | . | -7
Cc1[nH]nc2c1/C(=N/O)CC(c1ccccc1)C2 (centres undefined) | -10 | 6 | 1 | -11 | 7 | 7 | -2 | 4
Cn1c(=O)c(=O)n(C)c2cc(S(=O)(=O)CCC(=O)Nc3cccc(C(F)(F)F)c3)ccc21 | 7 | 1 | 2 | -8 | 20 | 6 | 1 | -4
COc1ccccc1C(=O)N/N=C(\C)CC(=O)Nc1ccc(Cl)cn1 | 5 | -3 | 8 | 18 | 14 | 0 | 1 | -4
CCOc1ccc(OCc2ccc(C(=O)NC(C)C)o2)cc1 | 2 | 13 | 4 | -1 | 8 | -12 | 0 | -18
C[C@@H]1CN([C@H](C)CO)C(=O)c2cc(NC(=O)Cc3cn(C)c4ccccc34)ccc2O[C@H]1CN(C)S(=O)(=O)c1ccc(F)cc1 | -8 | 15 | 11 | 13 | 13 | -5 | -1 | 16
O=C1CCc2cc(S(=O)(=O)NCc3ccccc3Cl)ccc2N1 | 1 | -13 | 0 | 2 | 13 | -1 | 0 | -15
N#CC1=C(S)N(c2ccccc2)C(c2ccc(-c3cccc(Cl)c3)o2)NC1=O (centres undefined) | 30 | -8 | -6 | -13 | 21 | -11 | 0 | 15
O=C1CSC(=Nc2cccc([N+](=O)[O-])c2)N1 | -3 | 3 | 3 | -5 | -2 | -1 | -5 | 0
C=CCC1S/C(=N/N=C/c2cccs2)NC1=O (centres undefined) | 0 | 2 | -6 | -11 | 22 | -12 | -1 | -10
Cc1onc(-c2ccccc2Cl)c1C(=O)OCC(=O)c1ccc2c(c1)OCCO2 | -2 | 23 | 8 | 13 | 13 | 6 | -5 | -2
CSc1nc(-c2ccccc2)nc(N2CCOCC2)c1C(C)=O | -8 | 5 | 8 | 3 | 16 | 5 | -2 | 10
COc1ccccc1C(CNC(=O)c1ccc(-c2ccccc2Cl)o1)N1CCCC1 (centres undefined) | -4 | 7 | -6 | 2 | -43 | 14 | -3 | 24
OC1CCCN(Cc2nc(Cc3ccccc3Cl)no2)C1 (centres undefined) | 8 | -11 | 6 | 2 | 0 | 9 | -2 | -6
S=C(Nc1ccc(Cl)cc1)NC1CCCCC1 | 5 | 6 | -3 | 8 | 10 | 9 | 2 | -8
CC1CCCN(C(=O)Cn2c(=O)oc3cc(S(=O)(=O)N4CCCCC4C)ccc32)C1 (centres undefined) | 3 | -9 | 4 | -1 | . | . | . | -4
O=C(NC1CCCc2c1cnn2-c1ccc(F)cc1F)c1ccccn1 (centres undefined) | 3 | 2 | 0 | 1 | -7 | -1 | -3 | 4
CCCCOc1ccc(NC(=O)Cn2c(=O)ccc3c(C)cc(C)nc32)cc1 | -20 | 2 | 0 | 7 | -2 | 3 | 0 | 1
O=C(NCCc1ccccn1)c1ccc(OC2CCN(CCc3ccccc3)CC2)cc1 | -6 | 2 | 8 | -8 | -38 | -4 | 0 | -26
O=C(CN1C(=O)NC2(CCCC2)C1=O)OCc1ccccc1 | -6 | 2 | 2 | -7 | 10 | 10 | -4 | -5
COC(=O)C1=C(NC(=O)C2CCCCC2)CCS1 | -4 | 1 | 1 | -1 | . | . | . | -16
COC(=O)/C(=C\c1ccc(O)cc1)c1nc2ccccc2[nH]1 | -12 | 11 | 0 | 0 | 3 | -9 | 0 | 4
CN1CCN(c2nc3c(c(=O)n(C)c(=O)n3C)n2CCSc2nc3ccccc3s2)CC1 | -3 | 2 | 4 | 3 | 11 | -3 | -1 | 9
Cc1ccccc1C(=O)Nc1ccc(S(=O)(=O)N2CCCC2)cc1 | -8 | 1 | -1 | 12 | -3 | 0 | -4 | -14
Cc1cccc(C(=O)NCCC(=O)Nc2ccc(C)c(F)c2)c1 | -4 | 14 | 0 | 19 | -6 | 0 | 2 | 9
CCOC(=O)C1=C(C)N=C2SC=C(C)N2C1c1ccc(OC)cc1 (centres undefined) | -6 | 9 | 9 | 2 | -1 | 6 | -1 | 28
CNc1nnc(SCC(=O)c2c(N)n(C3CC3)c(=O)[nH]c2=O)s1 | -13 | 4 | -13 | -10 | 14 | -7 | 9 | -14
Cc1ccc(C(=O)OCC(=O)NCc2cccs2)s1 | 2 | 8 | -13 | -6 | -33 | -6 | -1 | 4
Cn1nnnc1SCC(=O)N1CCN(c2ccccc2)CC1 | -8 | 0 | -8 | 2 | 6 | -6 | 3 | -2
CCN(CC)S(=O)(=O)c1cc(C(=O)N2CCc3ccccc32)ccc1Cl | 11 | 7 | 3 | -3 | -6 | 11 | 2 | -26
O=C(CCC(=O)c1cccs1)OCc1nnc(-c2ccccc2)o1 | -3 | -7 | -9 | -1 | -6 | -6 | -1 | 2
Cc1ccccc1CN1C[C@@H]2C[C@@H](c3cn[nH]c3-c3ccccc3)N3CCC[C@@]23C1=O | -14 | 5 | 11 | 8 | 9 | 2 | 0 | 17
COc1ccc(CCNC(=O)c2cc(S(=O)(=O)N3CCC4(CC3)OCCO4)ccc2F)cc1OC | -5 | 15 | 5 | -4 | -20 | 6 | -3 | 2
CCCCN(C(=O)c1ccc(-c2ccc(Cl)cc2)o1)c1c(N)n(CCCC)c(=O)[nH]c1=O | -6 | 8 | 1 | 6 | 0 | -12 | -5 | -16
CCC1CCCCN1Cc1nc2c(c(=O)n(C)c(=O)n2C)n1Cc1ccccc1 (centres undefined) | -5 | 7 | 8 | -7 | 15 | 6 | -2 | -6
CS(=O)(=O)N1CCn2c1nc1ccccc12 | -1 | 11 | 2 | -5 | -18 | -2 | -3 | -30
Cc1cccc(C2N(c3nccs3)C(=O)C3CCCN32)c1 (centres undefined) | 0 | 5 | -4 | 6 | 11 | 7 | -1 | 11
COc1ccc(-c2nc(N3CCOCC3)nc3n[nH]c(N)c23)cc1 | -14 | -1 | 3 | 6 | 1 | 7 | -4 | 4
Cc1ccc(-c2noc(CCCOc3ccc(Cl)cc3Cl)n2)cc1 | 6 | 22 | 1 | 2 | 15 | 7 | -4 | 11
O=C(NCCC1=CCCCC1)C(=O)NCc1ccccc1 | 5 | 4 | -5 | -6 | -6 | -10 | -3 | -18
Cc1ccc(CCNC(=O)CN2C(=O)COc3ccc(S(=O)(=O)N4CCOCC4)cc32)cc1 | 2 | 13 | -3 | -1 | 28 | 0 | -4 | -9
CC(C)C[C@@]12C(=O)N(c3cccc(Cl)c3)C(=O)N1[C@H](c1ccc(Cl)cc1)[C@@H]1C(=O)N(C3CCCCC3)C(=O)[C@@H]12 | 2 | -3 | -6 | -3 | -42 | -42 | -1 | 0
CCO[C@@H]1OC(C(=O)NCc2nc3ccccc3[nH]2)=C[C@H](c2cn(C(C)=O)c3ccccc23)[C@H]1CCCO | -7 | 33 | -3 | 6 | -22 | 26 | -7 | 17
CCc1ccccc1NC(=S)NNC(=O)c1ccccc1Cl | -1 | 23 | 15 | 2 | 17 | -8 | -7 | -3
O=C(Nc1ccc(CN2CCOCC2)cc1)c1cc2ccccn2n1 | -13 | 10 | 2 | -9 | 12 | 5 | -5 | -31
O=C(NCCc1ccccc1)C(=O)NCC1OCCCN1S(=O)(=O)c1cccs1 (centres undefined) | -9 | -5 | 7 | 6 | 12 | 4 | -5 | -2
COc1ccc(Cl)cc1S(=O)(=O)N1CCCC(C(=O)NCCc2ccccc2)C1 (centres undefined) | -7 | 15 | 8 | 0 | 1 | 2 | -3 | 6
Cc1ccc2nc(C)cc(N/N=C/c3ccc(F)cc3)c2c1 | -2 | 23 | 12 | 8 | -7 | 6 | 0 | -26
Cc1ccc2cc(CN(Cc3nnnn3Cc3ccco3)CC3CCCO3)c(=O)[nH]c2c1C (centres undefined) | 1 | -5 | 6 | -4 | -7 | -6 | 3 | 10
Cc1ccc2nc(NC(=O)c3ccc(Cn4cc(Cl)cn4)o3)sc2c1 | -4 | 10 | 5 | -4 | 14 | -4 | 4 | -4
CCn1cc([N+](=O)[O-])c(C(=O)NCc2ccc3c(c2)OCO3)n1 | 3 | 7 | 0 | 2 | 6 | 2 | 0 | 11
CC(=O)C1=C(O)C(=O)N(c2ccc(S(=O)(=O)Nc3nccs3)cc2)C1c1ccc([N+](=O)[O-])cc1 (centres undefined) | 5 | 7 | 4 | -2 | 6 | -6 | -2 | -2
CC1(c2nnc(Cc3ccccc3)o2)CC(c2ccccc2[N+](=O)[O-])=NO1 (centres undefined) | 0 | -2 | -2 | -9 | 6 | 3 | 0 | 31
CC(C)Cc1ccc(CN2CCCC(NC(=O)c3cccc(-n4cnnc4)c3)C2)cc1 (centres undefined) | 23 | 5 | -8 | 2 | 8 | -5 | 12 | 23
Cc1ccc(Cn2c(SCC(=O)N/N=C/c3ccc(C)o3)nc3ccccc32)cc1 | 0 | 19 | 0 | 18 | 21 | -9 | 0 | -9
O=C(COc1cc(F)ccc1[N+](=O)[O-])N1N=C(c2cccs2)CC1c1ccco1 (centres undefined) | -48 | 13 | 6 | 16 | 5 | -4 | -2 | -2
COC(=O)[C@H](CCSC)NC(=O)Nc1cc(C)ccc1C | -2 | 2 | 1 | -16 | -2 | -5 | -1 | -59
CC(=O)N1CCc2cc(S(=O)(=O)Nc3ccccc3N3CCN(C)CC3)ccc21 | -5 | 4 | -6 | 6 | 3 | 6 | -2 | 7
Cc1cc(C)c2nc(NNC(=O)c3ccc(S(=O)(=O)N4CCc5ccccc5C4)cc3)sc2c1 | -4 | -3 | 17 | -2 | 10 | -62 | -2 | 2
